Bioassay records as filed in PubChem.
OX1R antag: OX1R (HCRTR1) antagonists, primary screen, fluorescence, CHO/OX1R cells, Fluo-8 calcium, orexin A | Orexin/Hypocretin receptor type 1 (Homo sapiens), O43613 | inhibition, % at 5 µM | hit rate 0.43% among 330,000 | AID 434989, 2010 | Fluo-8 calcium fluorescence;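 active = inhibition above its plate's threshold, mean inhibition of all tested compounds on the plate plus 3 SD, cut at about 37% in these data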;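 note: 0% = orexin A challenge wells and 100% = SB-334867-A antagonist wells; not every result past the cut was called active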
Target sequence (O43613 whole entry, looked up): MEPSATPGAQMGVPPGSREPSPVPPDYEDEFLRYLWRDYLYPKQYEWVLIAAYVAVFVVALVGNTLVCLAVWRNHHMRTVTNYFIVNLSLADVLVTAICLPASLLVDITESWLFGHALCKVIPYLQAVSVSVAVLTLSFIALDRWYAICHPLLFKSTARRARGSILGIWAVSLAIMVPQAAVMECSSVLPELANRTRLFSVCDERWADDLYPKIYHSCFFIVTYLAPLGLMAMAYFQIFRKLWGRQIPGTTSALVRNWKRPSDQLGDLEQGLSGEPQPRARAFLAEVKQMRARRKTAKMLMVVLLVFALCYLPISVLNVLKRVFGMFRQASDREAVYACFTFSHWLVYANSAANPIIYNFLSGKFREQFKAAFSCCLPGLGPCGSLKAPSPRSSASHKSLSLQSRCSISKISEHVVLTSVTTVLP
CHT PAM: CHT positive allosteric modulators, primary screen, cell-based, membrane potential dye, choline EC20 | High affinity choline transporter 1 (Homo sapiens), Q9GZV3 | AID 488977, 2010 | CHT-expressing cells; hits give high values; LV-AA mutant CHT in HEK293 cells | B-score at 10 µM | hit rate 0.49% among 310,000;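 active = initial fluorescence not abnormally high and integrated response B-score, plate-corrected, over 3 SD above library mean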
Target sequence (Q9GZV3 whole entry, looked up): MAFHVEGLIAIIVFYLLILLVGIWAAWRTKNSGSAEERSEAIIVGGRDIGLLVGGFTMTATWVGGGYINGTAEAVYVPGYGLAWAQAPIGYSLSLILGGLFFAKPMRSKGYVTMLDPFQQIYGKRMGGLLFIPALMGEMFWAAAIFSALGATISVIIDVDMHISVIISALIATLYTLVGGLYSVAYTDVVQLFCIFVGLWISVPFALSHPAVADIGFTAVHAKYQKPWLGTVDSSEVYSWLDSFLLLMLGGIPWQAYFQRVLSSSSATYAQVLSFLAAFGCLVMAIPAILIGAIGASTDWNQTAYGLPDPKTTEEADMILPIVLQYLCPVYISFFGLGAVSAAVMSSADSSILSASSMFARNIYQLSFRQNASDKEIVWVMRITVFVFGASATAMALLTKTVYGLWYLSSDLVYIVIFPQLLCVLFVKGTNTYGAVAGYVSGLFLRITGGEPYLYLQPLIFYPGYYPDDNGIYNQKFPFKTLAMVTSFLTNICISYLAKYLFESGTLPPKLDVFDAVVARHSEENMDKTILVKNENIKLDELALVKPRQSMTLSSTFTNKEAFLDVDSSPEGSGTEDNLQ
Active calls of the source: *; i = inactive; nt = not tested or not shown.

SMILES	OX1R antag	CHT PAM
N#Cc1ccccc1CN1C(=O)NC(Cc2c[nH]c3ccccc23)C1=O (configuration not stated)	-11	i
CSc1ccccc1NC(=O)c1onc(C)c1Cl	-20	i
CCn1nc(NS(=O)(=O)c2cccc3nonc23)c2cc3ccc(C)cc3nc21	-11	i
O=C(CP(=O)(c1ccccc1)c1ccccc1)Nc1nc2ccccc2s1	-31	i
COC(=O)N[C@@H]1C[C@H]2[C@@H]3CC[C@H]4C[C@@H](OC)CC[C@]4(C)[C@H]3CC[C@@]12C	3	nt
COc1ccc(-c2cn[nH]c2N)c(OC)c1	-18	i
CCCOc1ccc(Br)cc1CSC(=N)N	0	i
Cc1csc(SCCn2c(N3CCN(c4ccccc4)CC3)nc3c2c(=O)[nH]c(=O)n3C)n1	-10	i
CN(CC(=O)Nc1ccc2c(c1)OCCO2)S(=O)(=O)c1cccc2cccnc12	-12	i
COc1cc(NC(=O)CN2C(=O)C(C)N(c3ccc(C)cc3)C2=O)cc(OC)c1 (configuration not stated)	-4	i
N#C/C(=C\c1ccc(-c2ccc(C(=O)O)cc2)o1)C(=O)Nc1ccc(F)cc1	-14	i
COc1cccc([C@@H]2CC=C(C(=O)O)[C@H](c3ccc(F)cc3)N2S(=O)(=O)c2ccc(C)cc2)c1	-24	i
COc1ccccc1NC(=O)c1cc2ccc(O)cc2o/c1=N\O	14	i
O=C(c1cc([N+](=O)[O-])ccc1N1CCCCC1)N1CCc2ccccc21	-33	i
c1ccc(-c2nnc3sc(-c4cc5ccccc5o4)nn23)cc1	5	i
CCOC(=O)C1=CN(Cc2cccc(F)c2)S(=O)(=O)N(CC)C1c1ccc(C(F)(F)F)cc1 (configuration not stated)	11	nt
O=C1CSC(=S)N1c1ccc(F)c(Cl)c1	-4	i
COc1ccc(CN2CCC(n3nccc3NC(=O)C3CCCC3)CC2)cc1	-32	i
CC(=O)c1cccc(NC(=O)CC2S/C(=N/N=C/c3cccs3)NC2=O)c1 (configuration not stated)	-2	i
O=C(Nc1ccc(CN2CCS(=O)(=O)CC2)cc1)c1ccccc1	-4	i
CCC1S/C(=N/N=C/c2cccs2)NC1=O (configuration not stated)	-8	i
CC1Cc2ccccc2N1C(=O)CN(C)CC(=O)Nc1cccc(F)c1 (configuration not stated)	-7	nt
Cc1cc(C(=O)Nc2cccc(O)c2)c(C)o1	17	i
CC(C)CCNC(=O)c1ccc(Cl)c(N)c1	-19	i
C(=N\n1cnnc1)/c1ccc(OCc2cccc3ccccc23)cc1	-11	i
Cc1ccccc1-n1nc(C)c2c(C(=O)NN)cc(-c3ccncc3)nc21	-37	i
COC(=O)c1cc(=O)n(Cc2cccs2)c(=Nc2ccccc2)s1	-13	i
Cc1cc(/C=C2/C(=N)N3C(=NC2=O)SN=C3S(C)(=O)=O)c(C)n1-c1ccccc1	-3	i
CCn1cc(CN2CCN(Cc3ccc(C)o3)C(CCO)C2)c2ccccc21 (configuration not stated)	-24	i
COc1ccc(S(=O)(=O)N2CCN(C(=O)C3CCC3)CC2)cc1	1	i
CCOC(=O)c1sc2nc3c(SCC(=O)O)cc(C(=O)c4ccccc4O)cn3c(=O)c2c1C	-17	i
CCOC(=O)C1=C(CP(=O)(c2ccccc2)c2ccccc2)NC(=O)NC1c1ccc(OC)cc1 (configuration not stated)	-19	i
CCN(CC)S(=O)(=O)c1ccc(OC)c(NC(=O)C2CC(=O)N(c3ccc4c(c3)OCCO4)C2)c1 (configuration not stated)	-6	i
CC(C)C(=O)NC(=S)Nc1ccc(S(=O)(=O)N2CCN(C)CC2)cc1	-11	i
CC(NC(=S)Nc1ccc(OC(F)F)cc1)c1ccc(F)cc1 (configuration not stated)	12	i
Cc1ccc2c(c1)NC(=O)[C@@]1(C)[C@@H](c3ccccc3)[C@H]3COc4ccc(Cl)cc4[C@@H]3N1C2=O	1	nt
CC1CC(=S)Nc2ccccc2S1 (configuration not stated)	5	i
O=C(c1ccccc1)N1N=C(c2ccc(F)cc2)CC1(O)C(F)(F)F (configuration not stated)	-39	i
CCOc1ccccc1OCCCC(=O)N(C)CC(=O)Nc1cc(C)ccc1C	-20	i
COc1ccc(C(=O)CSc2nnc(CCc3ccccc3)n2-c2ccccc2)cc1	1	i
Fc1ccc(-c2cn3cc(C(F)(F)F)cc(Cl)c3n2)cc1	-15	i
CCN(CC(=O)Nc1ccccc1OC)C(=O)CSCc1c(C)noc1C	-6	i
Cc1ccc(-c2csc(NC3OC(=O)c4ccccc43)n2)cc1 (configuration not stated)	-18	i
CC(=O)c1ccc(NC(=O)/C(=C\c2ccco2)NC(=O)c2ccco2)cc1	-3	i
CCn1cc(C(=O)O)c(=O)c2cc(S(=O)(=O)N3CCCCCC3)ccc21	-10	i
CC(/C=C/c1ccco1)=N\NC(=O)CNc1cccc(C)c1	-3	i
O=C(O)CSCC(=O)Nc1ccccc1SCCS(=O)(=O)c1ccc(Cl)cc1	nt	i
O=C(CCS(=O)(=O)c1cccc2nsnc12)NC1CCCCC1	-27	i
CCCCN1C(=N)N([C@@H](CCC)CN2CCC[C@H]2CN2C(N)=NC[C@@H]2Cc2ccccc2)C[C@H]1Cc1ccccc1	-12	nt
CCc1nnc(NC(=O)CSc2nnc(Cc3ccccc3)o2)s1	-2	i
COc1cccc(N(C(=O)c2sc(C)nc2C)C(C(=O)NCC2CCCO2)c2ccccc2)c1 (configuration not stated)	-31	i
O=C(Nc1ccc(Cl)c(S(=O)(=O)N2CCOCC2)c1)c1ccccn1	-31	i
C=CCN(c1cccc(C(F)(F)F)c1)S(=O)(=O)c1cccc(C(=O)OCC(=O)NC)c1	-23	i
O=C(N[C@H]1CCC(=O)N(CCSc2ccc(Br)cc2)CC1)OCc1ccccc1	-11	nt
COc1ccc(NC(=O)c2ccco2)cc1NC(=O)c1cccnc1	-8	i
Cn1c(=O)n(C)c2cc(NC(=O)c3cc4ccccc4o3)ccc21	-5	i
O=C(COc1ccccc1)N[C@@H]1c2ccccc2CC[C@@H]1O	5	nt
CCOc1nc(Nc2ccc(F)cc2)nc(N2CCN(c3ccc(OC)cc3)CC2)n1	-15	i
CCCCc1c(C)nc(N2CCCC2)[nH]c1=O	0	i
O=C1C(Cc2ccccc2)NC(=S)N1c1ccccc1 (configuration not stated)	-4	i

A second format for part of the listing above:
| canonical_smiles | OX1R antag | CHT PAM |
| --- | --- | --- |
| O=C(O)CSCC(=O)Nc1ccccc1SCCS(=O)(=O)c1ccc(Cl)cc1 | nt | i |
| O=C(CCS(=O)(=O)c1cccc2nsnc12)NC1CCCCC1 | -27 | i |
| CCCCN1C(=N)N([C@@H](CCC)CN2CCC[C@H]2CN2C(N)=NC[C@@H]2Cc2ccccc2)C[C@H]1Cc1ccccc1 | -12 | nt |
| CCc1nnc(NC(=O)CSc2nnc(Cc3ccccc3)o2)s1 | -2 | i |
| COc1cccc(N(C(=O)c2sc(C)nc2C)C(C(=O)NCC2CCCO2)c2ccccc2)c1 (configuration not stated) | -31 | i |
| O=C(Nc1ccc(Cl)c(S(=O)(=O)N2CCOCC2)c1)c1ccccn1 | -31 | i |
| C=CCN(c1cccc(C(F)(F)F)c1)S(=O)(=O)c1cccc(C(=O)OCC(=O)NC)c1 | -23 | i |
| O=C(N[C@H]1CCC(=O)N(CCSc2ccc(Br)cc2)CC1)OCc1ccccc1 | -11 | nt |
| COc1ccc(NC(=O)c2ccco2)cc1NC(=O)c1cccnc1 | -8 | i |
| Cn1c(=O)n(C)c2cc(NC(=O)c3cc4ccccc4o3)ccc21 | -5 | i |
| O=C(COc1ccccc1)N[C@@H]1c2ccccc2CC[C@@H]1O | 5 | nt |
| CCOc1nc(Nc2ccc(F)cc2)nc(N2CCN(c3ccc(OC)cc3)CC2)n1 | -15 | i |
| CCCCc1c(C)nc(N2CCCC2)[nH]c1=O | 0 | i |
| O=C1C(Cc2ccccc2)NC(=S)N1c1ccccc1 (configuration not stated) | -4 | i |

Following part.
SMILES	OX1R antag	CHT PAM
C[C@H]1CN([C@@H](C)CO)C(=O)Cc2cc(NC(=O)C3CC3)ccc2O[C@H]1CN(C)Cc1ccc(C(=O)O)cc1	-1	nt
CCOC(=O)Nc1nc2ccccc2s1	-25	i
COc1ccc([N+](=O)[O-])cc1N(CC(=O)NC1CCCC1)S(C)(=O)=O	-25	i
Cn1c(N)c(C(=O)COC(=O)CSc2ccccc2)c(=O)n(C)c1=O	-3	i
Cc1ccc(S(=O)(=O)N2CCCC2C(=O)NCc2ccccc2F)cc1 (configuration not stated)	-67	i
COc1ccc(OCc2nnc(SCC(=O)N3CCOCC3)o2)cc1	-18	i
C[C@@H]1CC[C@@]2(O[C@H](CCO)C[C@@H](O)[C@@H]2O)O1	-1	i
Cc1cc2c(c(Sc3ccccc3)n1)C(=O)OC2	-8	i
FC(F)(F)c1cc(-c2ccccn2)nc2cc(-c3ccccc3)nn12	-2	i
CC(C)CC(=O)Nc1ccc(Cc2ccncc2)cc1	-13	i
Cn1c(=O)c(C(=O)CSc2ccccc2)c(N)n(Cc2ccccc2)c1=O	-7	i
Cc1c(NC(=O)CSc2nc3ccccc3[nH]2)c(=O)n(-c2ccccc2)n1C	-13	i
Cc1cccc(N2CCN(c3ccc4cc(S(=O)(=O)N5CCCCC5)ccc4n3)CC2C)c1 (configuration not stated)	2	i
CCOC(=O)Cn1c(=O)c2c(nc3n2CCN3Cc2ccccc2)n(C)c1=O	-11	i
Cc1cc(N/N=C\c2ccc(Br)cc2)nc(-n2nc(C)cc2C)n1	-39	i
O=C(/C=C/c1ccccc1)N1CCCN(C(=O)/C=C/c2ccccc2)CC1	-14	i
Cc1cccc(C(=O)N[C@H](C(=O)OCC(=O)NC(=O)c2cccn2C)C(C)C)c1	-23	i
Cc1cc(C(=O)N/N=C/c2cc(Cl)cc([N+](=O)[O-])c2O)c2ccccc2n1	12	i
CC(=O)Oc1ccc(/C=C2\N=C(C3CCCCC3)OC2=O)cc1	6	i
O=C(/C=C/Nc1ccc(S(=O)(=O)Nc2cnc3ccccc3n2)cc1)c1ccccc1	-7	i
CCOC(=O)C1(Cc2ccccc2C(F)(F)F)CCN(C(C)COC)CC1 (configuration not stated)	-16	i
COc1ccc(CNC(=O)C2CCCN(S(=O)(=O)c3ccc(F)cc3)C2)cc1 (configuration not stated)	-20	i
N#Cc1c(-c2ccc(Cl)cc2)nc2n(c1=O)CCCS2	-8	i
O=C(CCN1C(=O)COc2ccccc21)NCCCN1CCCC1	-13	i
CC(=O)NC1(c2ccccc2)CCN(CC(=O)N2CCC(C)CC2)CC1	-6	i
CCN(CCCNC(=O)c1ccc(N2CCCC2=O)cc1)c1cccc(C)c1	-39	i
Cc1ccc(-c2nc(CCN3C(=O)c4ccccc4C3=O)cs2)cc1	-46	i
COCCN(C(=O)COC(=O)/C=C/c1ccc(C)o1)c1c(N)n(Cc2ccccc2)c(=O)[nH]c1=O	-23	i
CC(=O)Nc1ccc(NC(=O)CSc2nnc(-c3ccc(NS(C)(=O)=O)cc3)n2C)cc1C	-13	i
O=C(NC(=S)Nc1nc2c(s1)CCCC2)c1ccccc1	1	i
CSc1nc(C)cc(SCCO)n1	-6	i
CC(C)N(Cc1nc(-c2ccc(Cl)cc2)no1)C(=O)c1cccs1	-10	i
O=C1c2ccccc2S(=O)(=O)N1Cc1cccc(S(=O)(=O)N2CCOCC2)c1	-9	i
Cc1ccc(S(=O)(=O)N2CCN(C(=O)CSc3nc4ccccc4c(=O)[nH]3)CC2)cc1	-33	i
O=C(COC(=O)c1ccc(Cl)nc1)NCCc1ccccc1	-14	nt
Cc1oc2c(C)c3oc(=O)c(CC(=O)N[C@@H](CC(C)C)C(=O)N[C@@H](Cc4ccccc4)C(=O)O)c(C)c3cc2c1C	-2	i
CCOc1ccccc1N1CC(C(=O)NCCc2ccc(S(N)(=O)=O)cc2)CC1=O (configuration not stated)	-5	i
O=C(c1cccnc1)C1CCCN(Cc2nc(Cc3ccccc3F)no2)C1 (configuration not stated)	-33	i
CC(=O)c1c(C)[nH]c(=S)c(C#N)c1-c1ccc(Cl)cc1	-2	i
COc1ccc(NC(=O)CSCC(=O)Nc2cc(Cl)ccc2N2CCCC2)cc1	-4	i
O=C(Nc1ccc(S(=O)(=O)NCc2ccco2)cc1)c1cccc(F)c1	-3	i
O=C(NCc1ccc(F)cc1)C1CCN(S(=O)(=O)N2CCCC2)CC1	1	i
COc1ccccc1C(=O)C1CCCN(C(=O)c2ccc3c(c2)OCCO3)C1 (configuration not stated)	-10	i
Cc1ccc(N(CC(=O)NCc2ccco2)C(=O)CNS(=O)(=O)c2ccccc2)c(C)c1	-4	i
N#CCCn1cc(C(=O)N2CCCCC2)c(-c2cccc([N+](=O)[O-])c2)n1	-2	i
Cc1oc2c(CN3CCC(C)CC3)c(O)ccc2c(=O)c1-c1ccccc1	-8	i
COCC1CCCN(Cc2nc(-c3ccc4c(c3)OCO4)no2)C1 (configuration not stated)	-25	i
CC(=O)N1CCCc2cc(S(=O)(=O)N3CCCC(C(=O)NCc4ccc(Cl)cc4)C3)ccc21 (configuration not stated)	-23	i
O=S(=O)(Cc1cc(-c2ccccc2)no1)c1ccccc1	-17	i
COc1ccc(/C=C/CN2CCC(Oc3ccc(C(=O)N4CCCCC4)cc3)CC2)cc1	-15	i
O=S(=O)(c1ccccc1)N1N=C(c2ccccc2)CC1c1ccccc1 (configuration not stated)	-8	i
Cc1cc(C)n2cc(CSc3nncn3C)nc2n1	3	i
COc1ccccc1CNC(=O)CCCC(=O)n1nc(C)c2ccccc21	-13	i
OCCCNCc1cccc2ccccc12	-17	i
C=CCn1c(SCC(=O)Nc2ccc3c(c2)OCO3)nnc1-c1ccccc1OC	-21	i
CCN1C(C)=C(C)S/C1=C1\SC(=S)N(NC(C)=O)C1=O	-15	i
COc1cc2c(C(=O)N3CCOCC3)c(CSc3ccccc3)n(C)c2cc1Br	-9	i
Cn1c(SCC(=O)NCc2ccccc2)nnc1-c1ccc(NC(=O)CCc2ccccc2)cc1	-4	i

Outcome played no part in choosing rows; about 0.83% have a hit in one of these screens.
